# CD40 NFkB inh: CD40 pathway inhibition in BL2 cells; inhibition, % at 10 µM; actives 0.94% (n = 83,000); AID 1053188; BL2 NF-kB luciferase reporter, CD40L-induced, 4 h;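 active = mean inhibition of at least 50% with a set share of replicates also reaching that level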;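 note: 0% = neutral control wells and 100% = IKK inhibitor VII at 50 µM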
# An asterisk follows results filed as active; & = joins results of further samples; [ ] = dose if it differs, or a comment.
No. | molecule | CD40 NFkB inh
1 | O=S(=O)(O)c1ccc(NN=Cc2ccccc2O)cc1 | -8
2 | CC(C)OCCCNC(=S)N1CCC(C(=O)c2ccc(F)cc2)CC1 | 11
3 | CCCCC(C(=O)O)C(C)CC(=O)Nc1cccc(C(=O)O)c1 (stereo not drawn) | 1
4 | COc1ccc(C(=O)Nc2nnc(CCS(=O)(=O)c3ccc(C)cc3)s2)cc1 | -1
5 | Cc1nnc(NC(=O)CCn2c(=O)oc3ccccc32)s1 | 13
6 | O=C(NCC[C@@H]1CC[C@H](NS(=O)(=O)c2cccc(F)c2)[C@H](CO)O1)C1CCCC1 | -1
7 | O=C(Nc1ccccc1N1CCOCC1)c1ccc(Br)o1 | 8
8 | O=C(Nc1nc(-c2ccccc2)cs1)c1ccc(N2CCOCC2)c([N+](=O)[O-])c1 | 9
9 | O=C(c1ccc(N2CCOCC2)c([N+](=O)[O-])c1)N1CCCC(C(F)(F)F)C1 (stereo not drawn) | 4
10 | COc1ccc(C(=O)N[C@H](C(=O)NCCc2ccc3c(c2)OCCO3)C(C)C)cc1 | 14
11 | C[C@@H]1CN([C@@H](C)CO)C(=O)c2cc(C#CC3(O)CCCC3)cnc2O[C@H]1CN(C)S(=O)(=O)c1cccc(F)c1 | -6[25 µM]
12 | CC(C)Cc1cc(C(=O)N2CCC(N3CCC(C(=O)NC4CC4)CC3)CC2)n[nH]1 | -1
13 | Cc1ccc([N+](=O)[O-])cc1S(=O)(=O)Nc1cccc(-c2ccc(N3CCCC3)nn2)c1 | -22
14 | O=C(C[n+]1ccccc1)N/N=C/c1ccc(Br)cc1 | 9
15 | O=C(C[C@@H]1C[C@H]2c3cc(NC(=O)NC4CCCCC4)ccc3O[C@H]2[C@H](CO)O1)NCC(F)(F)F | -4[25 µM]
16 | CCCN(CC(=O)Nc1ccccc1C)C(=O)c1cn2ccccc2n1 | 3
17 | CN(C)CC(=O)N[C@@H]1CC[C@H](CCn2cc(C3CCCC3)nn2)O[C@H]1CO | 2
18 | Cc1ccc(C(=O)NCc2ccccc2)c(F)c1F | -19
19 | O=S(=O)(NCc1ccccn1)c1ccc(Br)s1 | 7
20 | C[C@H]1CN([C@@H](C)CO)C(=O)CCCn2nncc2CO[C@@H]1CN(C)C(=O)c1ccncc1 | 5[25 µM]
21 | CC(C)NC(=O)Nc1ccc2c(c1)CC(=O)N(C)C[C@@H](C)[C@H](CN(C)S(C)(=O)=O)O2 | 3
22 | C[C@H](CO)N1C[C@H](C)[C@H](CN(C)C(=O)C2CCCCC2)OCc2cnnn2CCCC1=O | 5[25 µM]
23 | CCOC(=O)C1CCN(C(=O)Nc2c(-c3ccccc3)noc2C)CC1 | 9
24 | COc1ccc(C(=O)O/N=C(/C)c2cccs2)cc1 | 59*
25 | C=CCN1C(=O)c2ccc(C(=O)N3CCN(S(=O)(=O)c4cc(C)ccc4C)CC3)cc2C1=O | -1
26 | CN1c2ccc(-c3ccc(F)cc3)cc2[C@H]2[C@H](CCN2S(=O)(=O)c2cccc(F)c2)[C@@H]1CO | 14[25 µM]
27 | CO[C@H]1CN(C)C(=O)c2ccc(NC(=O)C3CCCCC3)cc2OC[C@@H](C)N(C)C[C@H]1C | 13
28 | COC(=O)[C@H]1[C@H](CO)[C@H]2Cn3c(ccc(C4=CCCC4)c3=O)[C@H]2N1C(=O)Cc1cccnc1 | 18[25 µM]
29 | O=C(C[C@@H]1CC[C@H]2[C@@H](COC[C@@H](O)CN2Cc2cccc(Cl)c2)O1)NCc1cccc(F)c1 | 0[25 µM]
30 | CCC(=O)N1C[C@@H](O)COC[C@@H]2O[C@H](CC(=O)NC)CC[C@H]21 | 5[25 µM]
31 | CN(C)C(=O)c1ccc(-c2ccc3c(c2)[C@@H]2[C@@H](CCN2S(=O)(=O)c2cn(C)cn2)[C@H](CO)N3)cc1 | -7[25 µM]
32 | O=C(O)c1cc(-c2ccccc2)nc2ccccc12 | -4
33 | COc1ccc(O)c(N)c1 | 4
34 | CCN(C(C)=O)c1nnc(CSc2nc3ccccc3s2)s1 | -42
35 | Cn1nc(C(=O)NCc2ccccc2)c2c1-c1ccccc1S(=O)(=O)C2 | 18
36 | Cc1ccc(C(=O)N2CCCC(N3CCN(c4ccccc4C)CC3)C2)c(=O)[nH]1 (stereo not drawn) | 10
37 | CCOC(=O)N1CCN(C(=O)COC(=O)c2cccc(C)c2[N+](=O)[O-])CC1 | -21
38 | CC(C)Cc1[nH]c(=O)c(C#N)c2c1COC(C)(C)C2 | 6
39 | CC(C(=O)O)n1nc2ccccc2n1 (stereo not drawn) | 6
40 | O=C(CCCc1ccccc1)NCCS(=O)(=O)N1CCN(c2ccccc2)CC1 | 7
41 | Cc1ccc(-c2csc(NC(=O)C3CSC4(C)CCC(=O)N34)n2)cc1 (stereo not drawn) | 15
42 | Cc1ccc(C(=O)C2CC2)c(C)c1 | -13
43 | COc1ccc(NC(=O)N(C)C[C@H]2OCc3cnnn3CCCC(=O)N([C@@H](C)CO)C[C@H]2C)c(OC)c1 | -5[25 µM]
44 | CN(C)CCn1cnc2c1c(=O)n(C)c(=O)n2C | 2
45 | O=C(CNS(=O)(=O)c1ccccc1)OCC(=O)c1ccc(F)cc1 | 8
46 | Cc1cc(C(=O)N2CCN(C(c3ccccc3)c3ccccc3)CC2)no1 | 12
47 | O=C(NCc1ccco1)c1ccc(S(=O)(=O)N2CCCCCC2)cc1 | 0
48 | O=C(Nc1cccc(S(=O)(=O)N2CCCCC2)c1)c1ccc(OCC2CCCO2)cc1 (stereo not drawn) | 23
49 | CC1CCCC(NC(=O)Cn2c(Cl)nc3c2c(=O)n(C)c(=O)n3C)C1C (stereo not drawn) | 4
50 | O=C(N/N=C/c1sc(N2CCCCC2)nc1-c1cccs1)c1cccnc1 | -3
51 | CC1(C(=O)NS(=O)(=O)c2cccc(Cl)c2)CCN1C(=O)CC1CC1 (stereo not drawn) | 0
52 | CCCNC(=O)N(C)C[C@H]1Oc2cc(C#C[C@H](C)O)ccc2S(=O)(=O)N([C@H](C)CO)C[C@@H]1C | 1[25 µM]
53 | O=C(Nc1ccccn1)C1(c2cccs2)CCOCC1 | 7
54 | CC(=O)c1ccc(NC(=O)CN2C(=O)NC(C)(C3CCCCC3)C2=O)cc1 (stereo not drawn) | 3
55 | O=C(Cc1ccc(F)cc1)N/N=C/c1ccccn1 | 3
56 | COc1ccc(C(=O)Nc2ccncc2)cc1S(=O)(=O)N1CCOCC1 | -16
57 | COc1ccc(CCNC(=O)c2cc(-c3ccccc3O)n[nH]2)cc1OC | -4
58 | Cc1nn(C(=O)c2nn(C)cc2[N+](=O)[O-])c(C)c1Br | 8
59 | Cc1ccc(S(=O)(=O)N(C)CCCC(=O)N2CCOCC2)cc1 | 9
60 | C=CCn1c(SCC(=O)Nc2ccc(F)cc2)nc2cc(C(=O)O)ccc2c1=O | 7

# Continuation.
No. | molecule | CD40 NFkB inh
61 | COc1ccccc1-c1ccccc1[C@@H]1[C@H](C#N)N(C(=O)C2CC2)[C@H]1CO | -3[25 µM]
62 | O=C(C[C@H]1CC[C@H](NC(=O)Nc2ccc(C(F)(F)F)cc2)[C@@H](CO)O1)NCc1cccc(F)c1 | 1[25 µM]
63 | CCCCCn1c(SCC#N)nc2cc(C(=O)NCC3CCCO3)ccc2c1=O (stereo not drawn) | 3
64 | C[C@H](CO)N1C[C@H](C)[C@@H](CN(C)Cc2ccc3cccnc3c2)OCc2cnnn2CCCC1=O | 6[25 µM]
65 | O=C(O)C1C2CCC(C2)C1C(=O)Nc1nc2ccccc2s1 (stereo not drawn) | 3
66 | CC(C)NC(=O)C1(C)CCN1C(=O)c1ccccc1Oc1ccccc1 (stereo not drawn) | -3
67 | CC1(C)Cc2c(c(N3CCOCC3)nc3snc(Br)c23)CO1 | 4
68 | O=C(Cc1cccs1)Nc1ccccn1 | -37
69 | O=C(CN1C(=O)c2ccccc2C1=O)Nc1cccc([N+](=O)[O-])c1 | 13
70 | C/C=C/c1ccc([C@H]2[C@@H](CO)N(c3nc(C)c(C)s3)[C@@H]2CNCC(C)C)cc1 | 7[25 µM]
71 | Cc1nc2ccccc2c(C)c1CC(=O)N(CC(C)C)c1c(N)n(Cc2ccccc2)c(=O)[nH]c1=O | 4
72 | CC1CN(C)C(c2ccccc2)C(C)C12NC(=O)NC2=O (stereo not drawn) | 5
73 | C[C@@H]1CN([C@@H](C)CO)C(=O)c2ccccc2-c2ccccc2CO[C@H]1CN(C)Cc1ccccc1C(F)(F)F | 66*[25 µM]
74 | Cc1cccc(S(=O)(=O)N2CC[C@@H]3[C@H]2c2cc(Br)ccc2N(C)[C@H]3CO)c1 | -2[25 µM]
75 | O=C(NCc1ccc2c(c1)OCO2)c1cc2ccccc2o1 | 3
76 | C[C@H]1CN([C@@H](C)CO)C(=O)c2c(c3ccccc3n2C)-c2ccccc2CO[C@@H]1CN(C)CC1CCCCC1 | 13[25 µM]
77 | COc1ccc(CC2(CO)CCN(S(=O)(=O)c3sccc3C)CC2)cc1 | 16
78 | COc1ccccc1NC(=O)N1CCCCN2[C@H](C1)[C@H](c1ccc(-c3cccc(C#N)c3)cc1)[C@@H]2CO | 23[25 µM]
79 | CN(C)C(=O)[C@H]1[C@H](CO)[C@H]2Cn3c(ccc(C4=CCCC4)c3=O)[C@@H]1N2S(=O)(=O)c1cn(C)cn1 | 4[25 µM]
80 | CS(=O)(=O)c1cccc(-c2nnc(NC(=O)c3ccc4ncsc4c3)o2)c1 | -5
81 | COc1cc2c(NCCCCCO)ncnc2c(OC)c1OC | 3
82 | Cc1nn(Cc2ccccc2)c(Cl)c1C(=O)OCC#N | 9
83 | Cc1cc(C)n2cc(-c3ccc(Cl)cc3)c(C(=O)O)c2n1 | -60
84 | COc1ccc(N(CC(=O)NCCC2=CCCCC2)S(=O)(=O)c2ccccc2)cc1 | 19
85 | COc1cccc(C2=NOC(C(=O)NCCN3CCOCC3)C2)c1 (stereo not drawn) | 8
86 | CCN(Cc1cccs1)C(=O)CN1CCN(S(=O)(=O)c2ccc3c(c2)OCCCO3)CC1 | 9
87 | O=C(OCC(=O)c1ccco1)c1ccc2ncsc2c1 | -32
88 | Cc1ccc(-n2nc3c(c2NC(=O)c2ccco2)CS(=O)C3)c(C)c1 (stereo not drawn) | -3
89 | CO[C@@H]1CN(C)C(=O)c2cc(NC(=O)c3ccc4c(c3)OCO4)ccc2OC[C@@H](C)N(CCC(F)(F)F)C[C@H]1C | 24[25 µM]
90 | COc1ccc(NC(=O)CN(C)C(=O)C2=COCCO2)cc1 | 12
91 | O=C(NCc1ccncc1)c1cccc(S(=O)(=O)NCc2ccccc2)c1 | 10
92 | O=C1NC(=O)C2(CCC(C3CCCCC3)CC2)N1 (stereo not drawn) | 8
93 | O=C(C[C@@H]1C[C@H]2c3cc(NC(=O)c4ccc5c(c4)OCO5)ccc3O[C@H]2[C@H](CO)O1)NCCN1CCCCC1 | -2[25 µM]
94 | CN(Cc1cccs1)C(=O)C1CC(=O)N(Cc2ccccc2)C1 (stereo not drawn) | 0
95 | COc1ccc(-c2ccc(C3[C@H]4CNC[C@@H]3N4S(=O)(=O)c3cccc(Cl)c3)cc2)cc1 (stereo partly drawn) | -16&-2[25 µM]
96 | N#Cc1ccccc1CN1C(=O)NC(Cc2c[nH]c3ccccc23)C1=O (stereo not drawn) | 2
97 | O=C(C[C@@H]1CC[C@@H]2[C@H](COC[C@@H](O)CN2Cc2cc(F)cc(F)c2)O1)Nc1nccs1 | 5[25 µM]
98 | OC[C@@H]1[C@@H](c2ccc(/C=C/c3ccccc3)cc2)[C@H]2CN(Cc3ccncc3)CCCCN12 | -28[25 µM]
99 | N#C[C@H]1[C@@H](c2ccccc2C2=CCCCC2)[C@@H](CO)N1C(=O)NC1CCCC1 | 32[25 µM]
100 | O=[N+]([O-])c1ccc(N=Nc2ccc(O)c3ccccc23)cc1 | -32
101 | CS(=O)c1ccccc1O (stereo not drawn) | 12
102 | CCOC(=O)c1c(CSCc2ccccc2)oc2ccc(O)c(CN(C)C)c12 | -2
103 | O=C(c1cn(-c2ccc(Cl)c(Cl)c2)nn1)C1CC1 | -47
104 | CC(C)(C)c1ccc(S(=O)(=O)N2CCc3nc4ccccc4c(C(=O)O)c3C2)cc1 | 6
105 | O=C(CN1CCc2ccccc2C1)N1CCN(S(=O)(=O)c2ccccc2)CC1 | 6
106 | COc1ccccc1NC(=O)N[C@H]1CC[C@H](CCNS(=O)(=O)c2ccc(Cl)cc2)O[C@H]1CO | 10[25 µM]
107 | O=C(c1cc([N+](=O)[O-])ccc1N1CCOCC1)N1CCOCC1 | -7
108 | O=C(CN1CCN(S(=O)(=O)c2ccc(Cl)c(C(F)(F)F)c2)CC1)NC(=O)NC1CCCCC1 | 1
109 | CCC(=O)N1CC[C@H]2[C@@H]1c1cc(-c3ccc(F)cc3)ccc1N(C)[C@H]2CO | -18[25 µM]
110 | O=C1CC2CS(=O)(=O)CC2N1c1ccc(Oc2ccccc2)cc1 (stereo not drawn) | 6
111 | O=S(=O)(c1ccccc1)c1nc(-c2ccco2)oc1NCc1cccnc1 | -20
112 | CCN(CC)c1ccc(C=Nc2cccc(S(=O)(=O)N3CCOCC3)c2)c(O)c1 | -1
113 | Oc1cc(Cl)cc(Cl)c1Cl | 19
114 | CC(=O)c1c(C)[nH]c(C(=O)OCC(=O)N2CC(C)OC(C)C2)c1C (stereo not drawn) | 7
115 | Cc1ccc(S(=O)(=O)N(C)C[C@H]2Oc3cc(-c4cccc(F)c4)ccc3S(=O)(=O)N([C@H](C)CO)C[C@H]2C)cc1 | 19[25 µM]
116 | O=C(CCCc1ccccc1)NC1CC1 | -1
117 | C[C@@H]1CN([C@@H](C)CO)C(=O)c2c(c3ccccc3n2C)-c2ccccc2CO[C@@H]1CN(C)C(=O)[C@H]1CCCN1C | 2[25 µM]
118 | CNc1cnc(-c2ccc(O)c(OC)c2)cn1 | -16

# High-throughput results: PubChem BioAssay, Broad Institute

# Some of the compounds tested; rates above refer to the full screens.
